Growth percent in the NCI-60 one-dose screen (48 h, 10 µM unless noted): 100 = growth as untreated, 0 = no growth, -100 = all killed.
TK-10: TK-10 renal cancer cells | 3.9% of 81,000 active | AID 1794769
RXF 393: RXF 393 renal cancer cells. 6.9% of 77,000 active
IGROV1: IGROV1 ovarian cancer; 4.7% of 79,000 active; AID 1794786
786-0: 786-0 renal cancer cells; 5.1% of 81,000 active; AID 1794775
SK-OV-3: SK-OV-3 ovarian cancer cells; 3.2% of 80,000 active; AID 1794785
ACHN: ACHN renal cancer | 4.9% of 81,000 active | AID 1794771
SN12C: SN12C renal cancer cells; 3.8% of 81,000 active
UO-31: UO-31 renal cancer. 5.2% of 81,000 active. AID 1794768
* marks the source's active call; other numbers are inactive results; nt = not tested or not shown; [ ] = dose if it differs, or a comment. Rule for the calls: active = growth percent below 10; inactive = the rest.

Results follow in this order: ACHN | 786-0 | SN12C | SK-OV-3 | RXF 393 | TK-10 | IGROV1 | UO-31
COc1cc(/C=C/c2c(-c3ccc(F)cc3)nc3sc(-c4ccccc4)c(-c4ccccc4)n23)cc(OC)c1OC
    82.4 | 97.9 | 86.7 | 94.9 | 97.3 | 111.6 | 93.8 | 57.6
CC(=O)Nc1ccc(S(=O)(=O)Nc2ccc(-c3ccc4c(c3)NC(=O)/C4=C\c3ccc[nH]3)cc2)cc1
    75.5 | 104.3 | 100.2 | 104.2 | 106.6 | 69.3 | 81.2 | 73.1
NC(=O)C1Cc2ccccc2CN1C(=O)c1ccc2ccccc2c1 (centres undefined)
    99.2[50 µM] | 108.9[50 µM] | 91.1[50 µM] | 93.7[50 µM] | 92.5[50 µM] | 111.9[50 µM] | 97.0[50 µM] | 83.3[50 µM]
O=C(O)C1CCC(=O)N1C(=O)OCc1ccccc1 (centres undefined)
    96.3 | 93.0 | 90.1 | 109.3 | 96.6 | 88.7 | 110.5 | 88.7
CC12O[C@H](C[C@@H](OC(=O)CCC(=O)O)[C@H]1O)n1c3ccccc3c3c4c(c5c6ccccc6n2c5c31)C(=O)NC4=O
    19.4 | 36.8 | 38.9 | -8.6* | -3.0* | 2.3* | 20.4 | -15.9*
COc1ccc(NC(C)=O)c(N)c1
    103.3 | 100.7 | 103.5 | 108.3 | 107.7 | 98.8 | 103.7 | 85.7
COc1ccc(N=Nc2c(N)nn3c(N)c(C#N)c(-c4ccc(Cl)cc4)nc23)cc1
    76.7 | 91.8 | 83.9 | 106.7 | 96.4 | 104.8 | 87.1 | 66.6
O=C1N(Cc2ccccc2)C=C(S(=O)(=O)c2ccccc2)C2=NCCN12
    100.8 | 97.8 | 100.5 | 90.6 | 103.0 | 96.9 | 94.7 | 74.8
Cc1ccc(COc2ccc(NC(=O)Nc3ccccc3)cc2)cc1
    100.9 | 106.2 | 98.3 | 118.7 | 104.5 | 110.4 | 110.5 | 89.1
COc1ccc(-c2nc(SCc3nc4ccccc4[nH]3)nc(N(CCO)CCO)c2C#N)cc1
    92.6 | 96.7 | 91.3 | 95.9 | 93.0 | 92.6 | 95.7 | 78.0
COc1cc2cc(Oc3ccc(NC(=O)Nc4ccc(F)c(C(F)(F)F)c4)cc3)c(C)nc2cc1OCCN1CCOCC1
    9.4* | 35.0 | 11.6 | 41.3 | 40.3 | 35.1 | 32.7 | 30.1
O=[N+]([O-])c1ccc(Cl)cc1Cl
    106.1 | 104.5 | 103.7 | 110.4 | 128.7 | 111.4 | 113.7 | 95.2
CN(Cc1ccccc1)c1nc(Cl)c(C2CC(c3ccc(Cl)cc3)=NN2C=O)s1 (centres undefined)
    96.6 | 91.8 | 101.2 | 110.8 | 103.9 | 90.9 | 83.9 | 79.3
CC1=NN(c2ccccc2)C(=O)C1N=Nc1ccc(S(=O)(=O)Nc2nnc(C)s2)cc1 (centres undefined)
    105.7 | 97.2 | 96.9 | 95.6 | 111.5 | 99.7 | 107.5 | 67.0
CCOC(=O)C1C(=O)NC(C(=O)OCC)(C(=O)OCC)C1CC (centres undefined)
    103.5 | 107.0 | 100.0 | 111.8 | 116.2 | 114.5 | 123.8 | 89.5
Cc1cc(=O)oc2cc(OCCOc3ccc(/C=C/C(=O)Nc4cccc([N+](=O)[O-])c4)cc3)ccc12
    103.6 | 111.6 | 104.1 | 99.9 | 116.7 | 195.0 | 92.9 | 91.6
Clc1ccc(C2=CSCCS2)cc1
    111.6 | 112.9 | 108.7 | 101.4 | 112.0 | 109.7 | 114.3 | 99.8
O=C1Nc2ccccc2C1=Nc1ccc(O)cc1
    93.5 | 105.9 | 99.0 | 104.3 | 103.8 | 152.3 | 105.6 | 83.5
COc1ccc(C(=O)/C=C/c2cc(-c3ccc(OC)c(OC)c3)n[nH]2)cc1OC
    -70.9* | -64.2* | -31.7* | 41.2 | -79.3* | -20.7* | -32.7* | -95.0*
Brc1ccccc1Nc1ccc2nnc(-c3ccncc3)n2n1
    97.0 | 101.5 | 101.4 | 102.0 | 100.7 | 113.8 | 93.6 | 82.1
CCOC(=O)C1=C(N)Oc2c(sc3c(F)cccc23)C1c1ccc(Cl)cc1 (centres undefined)
    99.4 | 104.7 | 92.3 | 95.3 | 108.2 | 147.9 | 79.3 | 71.6
O=C1NC(=O)/C(=C\c2cccc([N+](=O)[O-])c2)N1
    104.9 | 106.2 | 103.9 | 175.5 | nt | 205.7 | nt | 66.6
O=C(CSc1nc2ccccc2c(=O)[nH]1)NNC(=O)c1ccccc1
    110.2 | 93.5 | 106.7 | 92.3 | 97.2 | 96.7 | 120.4 | 87.8
CC(C)(CCc1ccccn1)C(=O)CCCc1ccccn1
    97.4 | 99.9 | 94.8 | 108.2 | 116.5 | 97.0 | 108.3 | 85.9
CC1(C)NC2=C(C(Nc3cccnc3)N1)C(c1ccc([N+](=O)[O-])cc1)C(C(=O)c1ccc(N=[N+]=[N-])cc1)O2 (centres undefined)
    101.8 | 100.5 | 100.5 | 108.2 | 111.6 | 97.1 | 103.6 | 88.3
COc1ccc(-c2oc(=O)n(C)c2-c2ccc(OC)cc2)cc1
    113.3 | 90.7 | 99.4 | 120.7 | 90.2 | 106.8 | 114.2 | 77.9
OC/C=C/c1ccccc1
    108.6 | 115.3 | 113.9 | 112.9 | 103.0 | 107.1 | 117.9 | 89.3
O=C(O)CC/C(=N\NC(=O)c1ccncc1)c1ccc(F)cc1
    110.1 | 93.3 | 100.8 | 106.7 | 109.4 | 88.1 | 114.3 | 88.1
C[C@]12CC[C@@H]3c4ccc(O)cc4CC[C@H]3[C@@H]1CC[C@@H]2NS(=O)(=O)c1cccc(C(F)(F)F)c1
    47.4 | 60.1 | 63.3 | 90.7 | 45.2 | 61.7 | 49.2 | 26.0
C=CCOC(=O)OCCO
    99.8 | 97.7 | 103.5 | 102.5 | 101.2 | 111.8 | 110.9 | 85.9
CSc1nc(C(=O)O)c(C)c(=O)[nH]1
    101.8 | 98.9 | 100.6 | 88.3 | 113.5 | 95.8 | 100.2 | 90.9
CCc1ccc(/C=C2\N=C(C)N(CCc3ccc(S(N)(=O)=O)cc3)C2=O)cc1
    115.5 | 93.9 | nt | 103.4 | 92.9 | 99.5 | 109.0 | 101.6
CC1=C(C=C(Cl)Cl)CC(=O)C=C1
    109.1 | 100.2 | 105.6 | 99.4 | 106.3 | 103.2 | 94.5 | 81.2
Nc1c(C(=O)N/N=C/c2cccc(Oc3ccccc3)c2)cnn1CC(O)c1ccccc1 (centres undefined)
    95.4 | 94.6 | 91.0 | 90.8 | 102.4 | 99.1 | 94.0 | 74.8
CCOC(=O)C(C#N)c1nc(SCC(=O)Nc2nc3ccc(C)cc3s2)nc(-c2ccccc2)c1C#N (centres undefined)
    94.7 | 101.4 | 94.0 | 84.5 | 112.9 | 151.0 | 84.2 | 64.6
Cc1cc(C)c(-c2c(C)cc(C)cc2CBr)c(CBr)c1
    75.0 | 95.8 | 80.3 | 101.3 | 14.8 | 103.3 | 90.3 | 75.9
CC(=O)CCn1[nH]c(=O)c2ccccc2c1=O
    102.7 | 101.4 | 99.0 | nt | 116.8 | 101.8 | 107.2 | 96.7
O=[N+]([O-])c1ccc(/C=N/c2nnc(-c3ccccc3)o2)cc1
    110.3 | 100.7 | 97.0 | 100.5 | 106.9 | 98.2 | 109.1 | 88.6
O=C(CSc1nc2sc3c(c2c(=O)n1Cc1ccccc1)CCCC3)Nc1ccc(Cl)cc1
    88.9 | 96.4 | 94.7 | 86.5 | 118.1 | 108.1 | 109.2 | 90.3
O=C(c1ccccc1)c1ccc[n+](CCc2c[nH]c3ccccc23)c1
    96.5 | 96.5 | 101.7 | 97.0 | 104.8 | nt | 78.1 | 77.7

Exported field by field: entries from further up.
> Nc1c(C(=O)N/N=C/c2cccc(Oc3ccccc3)c2)cnn1CC(O)c1ccccc1 (centres undefined)
  ACHN: 95.4
  786-0: 94.6
  SN12C: 91.0
  SK-OV-3: 90.8
  RXF 393: 102.4
  TK-10: 99.1
  IGROV1: 94.0
  UO-31: 74.8
> CC(C)(CCc1ccccn1)C(=O)CCCc1ccccn1
  ACHN: 97.4
  786-0: 99.9
  SN12C: 94.8
  SK-OV-3: 108.2
  RXF 393: 116.5
  TK-10: 97.0
  IGROV1: 108.3
  UO-31: 85.9
> O=C(CSc1nc2ccccc2c(=O)[nH]1)NNC(=O)c1ccccc1
  ACHN: 110.2
  786-0: 93.5
  SN12C: 106.7
  SK-OV-3: 92.3
  RXF 393: 97.2
  TK-10: 96.7
  IGROV1: 120.4
  UO-31: 87.8
> CC1(C)NC2=C(C(Nc3cccnc3)N1)C(c1ccc([N+](=O)[O-])cc1)C(C(=O)c1ccc(N=[N+]=[N-])cc1)O2 (centres undefined)
  ACHN: 101.8
  786-0: 100.5
  SN12C: 100.5
  SK-OV-3: 108.2
  RXF 393: 111.6
  TK-10: 97.1
  IGROV1: 103.6
  UO-31: 88.3

(cont.)
Results follow in this order: ACHN | 786-0 | SN12C | SK-OV-3 | RXF 393 | TK-10 | IGROV1 | UO-31
COc1ccc(C2=NN(C(=O)c3cc(-c4ccc(Cl)cc4)nc4ccccc34)C(c3cc(-c4ccccc4)nn3-c3ccccc3)C2)cc1 (centres undefined)
    74.9 | 86.8 | 85.5 | 95.0 | 83.4 | 120.7 | 58.0 | 76.0
CCc1ccc(CCCC(=O)O)cc1
    100.8 | 95.4 | 93.7 | 100.0 | 112.1 | 99.9 | 104.9 | 92.1
Cc1cc(-c2ccccc2N)c2[nH]c3ccccc3c2c1-c1ccccc1
    84.7 | 83.4 | 92.0 | 83.9 | 100.1 | 102.8 | 75.3 | 66.7
Cc1nn(-c2ccccc2)c(Oc2ccccn2)c1-c1nc2ccccc2s1
    98.3 | 103.6 | 100.0 | 97.5 | 86.1 | 103.4 | 90.6 | 88.2
COc1cc(-c2cc3ncccc3c3nc(OCCN(C)C)c4cccnc4c23)cc(OC)c1OC
    -74.5* | -88.5* | 2.7* | -10.8* | -72.1* | -82.7* | 9.7* | -70.0*
O=C(CCCCCN1CC(=O)N2[C@H](c3ccc(Br)cc3)c3[nH]c4ccccc4c3C[C@@H]2C1=O)NO
    88.1 | 102.0 | 74.8 | 65.7 | 70.9 | 137.9 | 44.4 | 60.6
Cc1cc2ccccc2c[n+]1CCCCC[n+]1cc2ccccc2cc1C
    107.5 | 103.7 | 73.5 | 102.0 | 109.6 | 97.9 | 104.7 | 95.2
CCOC(=O)CCC(NC(=O)OCc1ccccc1)C(=O)NC(CCC(=O)OCC)C(=O)NNC(=O)OC(C)(C)C (centres undefined)
    103.7 | 96.7 | 103.5 | 101.8 | 117.4 | 98.2 | 101.4 | 87.5
O=S(=O)(NCC[C@@H]1C[C@H]1c1ccc2ccccc2c1)C(F)(F)F
    105.1 | 107.9 | 103.8 | 120.7 | 100.6 | 104.9 | 123.2 | 96.9
CN1CCCC1=O
    108.2 | 102.8 | 105.8 | 96.0 | nt | 109.1 | nt | 83.8
OCC1OC(OCC2OC(OC3(CO)OC(CO)C(O)C3O)C(O)C(O)C2O)C(O)C(O)C1O (centres undefined)
    109.6 | 96.6 | 100.0 | 101.8 | 103.0 | 96.8 | 118.2 | 81.0
NC(=N\N=C/c1cccc([N+](=O)[O-])c1)/C(N)=N\N=C/c1cccc([N+](=O)[O-])c1
    94.0 | 108.7 | 86.8 | 61.1 | 72.9 | 27.6 | 96.1 | 107.4
Cc1ccc(S(=O)(=O)NC(=O)NCCSSCCNC(=O)NS(=O)(=O)c2ccc(C)cc2)cc1
    96.2 | 103.9 | 100.0 | 115.9 | 102.5 | 101.8 | 101.2 | 90.3
Cc1cc(C)nc(Nc2ncc(C(=O)NCCc3c(C)[nH]c4ccccc34)cn2)c1
    95.9 | 92.4 | 99.8 | 97.9 | 99.1 | 103.2 | 102.9 | 93.0
COc1cc(-n2cc(C#N)c(N)c2C(C)=O)cc(OC)c1OC
    104.6 | 92.4 | 99.9 | 103.6 | 105.7 | 80.0 | 101.4 | 83.7
CCCCCCCCCCCCCC(=O)OCC
    115.8 | 107.2 | 111.5 | 101.5 | nt | 100.7 | 103.3 | 89.8
CCOC(=O)NCCc1nc2c([nH]1)c(=O)n(C)c(=O)n2C
    110.1 | 102.0 | 101.0 | 121.8 | 113.4 | 100.2 | 97.1 | 83.3
COc1cc(NC(C)CCCN)c2nc(C)ccc2c1Oc1ccc(F)cc1 (centres undefined)
    84.6 | 65.9 | 69.9 | 105.1 | 69.3 | nt | 56.2 | 45.4
CO/N=C(/C(=O)NC1C(=O)N2C(C(=O)O)=C(CSc3nnnn3C)CSC12)c1csc(N)n1 (centres undefined)
    92.6 | 126.5 | 92.6 | 98.4 | 114.4 | 126.2 | 112.7 | 86.8
CCOC(=O)C1=C(C)NC(C)=C(C(=O)OCC)C1c1ccccc1Cl
    88.0 | 99.0 | 98.3 | 97.9 | 88.9 | 120.7 | 84.2 | 85.0
CC(=O)CC(=O)Nc1c(C#N)nnn1-c1ccc(S(N)(=O)=O)cc1
    90.7 | 103.1 | 95.4 | 87.7 | 106.9 | 132.5 | 87.9 | 70.1
COC(=O)CCOc1ccccc1
    91.8 | 95.3 | 110.3 | 106.4 | 89.0 | 108.4 | 68.9 | 86.8

Two entries drawn at random from those above, as already listed:
Results follow in this order: ACHN | 786-0 | SN12C | SK-OV-3 | RXF 393 | TK-10 | IGROV1 | UO-31
Cc1cc(=O)oc2cc(OCCOc3ccc(/C=C/C(=O)Nc4cccc([N+](=O)[O-])c4)cc3)ccc12
    103.6 | 111.6 | 104.1 | 99.9 | 116.7 | 195.0 | 92.9 | 91.6
CCOC(=O)C1=C(N)Oc2c(sc3c(F)cccc23)C1c1ccc(Cl)cc1 (centres undefined)
    99.4 | 104.7 | 92.3 | 95.3 | 108.2 | 147.9 | 79.3 | 71.6

Source: PubChem
